Source: PubChem
NTMT1 inhibitor: NTMT1 methyltransferase inhibition; NTMT1 MTase-Glo SAH luminescence, purified enzyme; AID 1645870; hit rate 2.5% among 59,000; Q9BV86; Potency, µM (doses to about 114 µM), for inactives: at the top dose activity change, negative = inhibition, usual class: inhibitors;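 note: plate controls were DMSO vehicle for no effect and no enzyme for full effect; nearly all actives have a fitted effect of over 65% in size; many of its hits are not listed in these tables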
Target sequence (Q9BV86 whole entry, looked up): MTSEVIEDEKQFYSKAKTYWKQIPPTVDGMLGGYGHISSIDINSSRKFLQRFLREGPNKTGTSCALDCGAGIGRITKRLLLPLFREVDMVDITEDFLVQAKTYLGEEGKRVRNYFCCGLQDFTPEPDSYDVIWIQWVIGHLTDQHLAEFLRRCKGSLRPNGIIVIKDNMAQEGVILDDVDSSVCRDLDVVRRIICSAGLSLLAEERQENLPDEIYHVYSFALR
FH mod: Identification of activators of human fumarate hydratase by quantitative high-throughput screening | Fumarate hydratase, mitochondrial (Homo sapiens), P07954 | FH coupled MDH/diaphorase resazurin fluorescence, 15 min | Potency, µM (series often up to 79.9 µM), inactives show at the highest dose activity change, negative = inhibition, usual class: inhibitors | hit rate 0.22% among 54,000; note: the screen sought activators but most active calls are inhibition curves; nearly all actives have a fitted effect of over 45% in size
Target sequence (P07954 whole entry, looked up): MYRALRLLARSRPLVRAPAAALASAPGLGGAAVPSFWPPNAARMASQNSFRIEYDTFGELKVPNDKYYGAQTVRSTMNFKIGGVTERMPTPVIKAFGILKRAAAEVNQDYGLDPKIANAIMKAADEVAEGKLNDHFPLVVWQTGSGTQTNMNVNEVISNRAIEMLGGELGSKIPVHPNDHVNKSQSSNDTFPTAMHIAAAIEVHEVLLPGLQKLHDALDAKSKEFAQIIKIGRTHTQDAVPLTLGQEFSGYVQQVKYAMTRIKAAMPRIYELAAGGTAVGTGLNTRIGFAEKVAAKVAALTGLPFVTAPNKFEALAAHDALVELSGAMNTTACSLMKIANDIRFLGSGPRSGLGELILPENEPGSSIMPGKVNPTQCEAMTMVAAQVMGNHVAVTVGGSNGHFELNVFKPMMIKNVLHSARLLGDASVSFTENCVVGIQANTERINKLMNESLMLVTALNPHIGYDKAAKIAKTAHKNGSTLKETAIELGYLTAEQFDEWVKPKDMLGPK
* marks the source's active call; other numbers are inactive results; ? = inconclusive; & = joins results of further samples; ! = not confirmed by another sample; [ ] = another dose, or the depositor's remark. Calls come from the whole dose curve; as a rule, active = well fitted curve in the direction sought with a large enough effect; inconclusive = small, poorly fitted or top-dose-only effect, or another doubt; inactive = no such curve, though single readings can be large; an effect the other way counts as inactive or inconclusive. Unless noted, % is set by controls: 0 for no effect and ±100 for the full control effect; potency is the fitted concentration of half-maximal effect. This is a subset; count on the stated rates, not on these rows.

SMILES	NTMT1 inhibitor	FH mod
CC(C)=CCC1C(=O)N(c2ccccc2)N(c2ccccc2)C1=O	29%[57.5 µM]	-6%[53.3 µM]
COc1c2occc2cc2ccc(=O)oc12	7%	6%&-4%[53.3 µM]
CC1CCC2C(C)(C)C(O)C(O)CC2(C)C12Cc1c(O)cc(CO)c(C=O)c1O2 (configuration not stated)	-24%[29.8 µM]	9%[53.3 µM]
C#C[C@]1(O)CC[C@H]2[C@@H]3CCC4=Cc5oncc5C[C@]4(C)[C@H]3CC[C@@]21C	?	-11%[53.3 µM]
CC(C)(C)C(=O)OCOC(=O)[C@@H]1N2C(=O)[C@@H](NC(=O)[C@H](N)c3ccccc3)[C@H]2SC1(C)C	18%[57.5 µM]	-5%[53.3 µM]
Cc1ccc2c(n1)Oc1ccc(C(C)C(=O)OCC(=O)N(C)C)cc1C2 (configuration not stated)	3%&10%[57.5 µM]	6%&2%[53.3 µM]
NC(=S)N/N=C/c1cccnc1	30%[activator][57.5 µM]	-8%[53.3 µM]
COc1cc(OC)c2ccc(=O)oc2c1	-9%[228 µM]	-5%[162 µM]
O=C(NCCN1CCN(c2cccc3c2OCCO3)CC1)c1ccc(F)cc1	2%[57.5 µM]	3%
C=C1C2(C)CC3C4(C)C=CC(=O)OC(C)(C)C4CCC3(C)C1(C(=O)OC)C(=O)C(C)(O)C2=O (configuration not stated)	-1%[29.8 µM]	2%[53.3 µM]
C[C@@H]1O[C@@H](O[C@H]2[C@H](O[C@H]3CC[C@@]4(C)C(CC[C@]5(C)C4CC=C4C6CC(C)(C)CC[C@]6(C(=O)O[C@@H]6O[C@H](CO[C@@H]7O[C@H](CO)[C@@H](O[C@@H]8O[C@@H](C)[C@H](O)[C@@H](O)[C@H]8O)[C@H](O)[C@H]7O)[C@@H](O)[C@H](O)[C@H]6O)CC[C@]45C)[C@]3(C)CO)OC[C@H](O)[C@@H]2O)[C@H](O)[C@H](O)[C@H]1O (some centres not stated)	7%[6.45 µM]	3%[13.5 µM]
C=CC[N+]1([C@H]2C[C@H]3[C@@H]4CC[C@H]5C[C@H](O)[C@@H](N6CCOCC6)C[C@]5(C)[C@@H]4CC[C@]3(C)[C@H]2OC(C)=O)CCCC1	-12%[57.5 µM]	-3%[53.3 µM]
CC(=O)O[C@H]1CC[C@]2(C)[C@H]3CC[C@]4(C)Oc5oc(C)cc(=O)c5C[C@H]4[C@]3(C)CC[C@H]2C1(C)C	8%[29.8 µM]	-5%[53.3 µM]
O=C(CCCCN1CCOCC1)Nc1ccc(-c2cccnc2)cc1	4%[57.5 µM]	-7%
C/C=C(\C)C(=O)OC1C[C@@]2(COC(C)=O)O[C@H]2/C=C\[C@@]2(C)O[C@@H]2[C@H]2OC(=O)C(COC(C)=O)=C12 (some centres not stated)	-16%[29.8 µM]	-10%[53.3 µM]
CCOc1ccc2nc(SCCN3CCOCC3)[nH]c2c1	6%[57.5 µM]	0%
COC(=O)C1=CO[C@@H](O)C2C(CO)=CCC12 (some centres not stated)	10%[57.5 µM]	0%
C=C1CC23CC1CCC2C12OC(=O)C(C)(C(O)CC1O)C2C3C(=O)O (configuration not stated)	5%[29.8 µM]	5%[53.3 µM]
C[C@@H]1O[C@@H](O[C@H]2[C@H](O[C@H]3[C@H](O[C@H]4CC[C@@]5(C)C(CC[C@]6(C)C5CC=C5[C@@H]7CC(C)(C)CC[C@]7(C(=O)O[C@@H]7O[C@H](CO)[C@@H](O[C@@H]8O[C@@H](C)[C@H](O)[C@@H](O)[C@H]8O)[C@H](O)[C@H]7O)CC[C@]56C)C4(C)C)OC[C@H](O)[C@@H]3O)O[C@H](CO)[C@@H](O)[C@@H]2O)[C@H](O)[C@H](O)[C@H]1O (some centres not stated)	1%[6.45 µM]	0%[13.5 µM]
C[C@]1(CO)CN(c2cc(C(=O)Nc3ccc4c(c3)-c3c(c(C(N)=O)nn3-c3ccc(F)cc3)CC4)c(Cl)cn2)C[C@@]1(C)CO	20%&-2%[57.5 µM]	-2%
CC(CO[C@@H]1O[C@H](COC(=O)/C=C/c2ccc(O)c(O)c2)[C@@H](O)[C@H](O)[C@H]1O)C1(O)COC(=O)C1 (some centres not stated)	0%[29.8 µM]	-2%[53.3 µM]
COC(=O)C1=C(C)NC(C)=C(C(=O)OCCCN2CCC(c3ccccc3)(c3ccccc3)CC2)C1c1cccc([N+](=O)[O-])c1 (configuration not stated)	8%&26%[57.5 µM]	-7%&7%[53.3 µM]
CCn1c(=O)n([C@H]2CCCN(c3nccc(-c4cc5ccccc5o4)n3)C2)c2ccccc21	3%[57.5 µM]	1%
C=C(C)C1CCC2(C(=O)O[C@@H]3O[C@H](CO[C@@H]4O[C@H](CO)[C@@H](O)[C@H](O)[C@H]4O)[C@@H](O)[C@H](O[C@@H]4O[C@@H](C)[C@H](O)[C@@H](O)[C@H]4O)[C@H]3O)CCC3(C(=O)O)C(CCC4C5(C)CCC(O)C(C)(C)C5CCC43C)C12 (some centres not stated)	-2%[12.6 µM]	4%[20.6 µM]
COC(=O)C1=C(C)NC(C)=C(C(=O)OC(C)C)C1c1cccc2nonc12 (configuration not stated)	36%&-1%[activator][57.5 µM]	-6%&4%[53.3 µM]
COC(=O)Nc1nc2ccc(Sc3ccccc3)cc2[nH]1	12%	0%&-2%[53.3 µM]
Cc1cc(Nc2cc(CN3CCOCC3)c3nc(C)c(Cc4ccc(Cl)cc4F)n3n2)n[nH]1	11µM*	?
CCCC(C(=O)OCCN(CC)CC)(c1ccccc1)c1ccccc1	-2%[57.5 µM]	-15%&-4%[53.3 µM]
CC(=O)OC1CCC2(C)C(CCC3(C)C2CC=C2C4C(C)C(C)CCC4(C)CCC23C)C1(C)C(=O)O (configuration not stated)	?	-24%[53.3 µM]
CCC1=C[C@@H]2CN(C1)Cc1c([nH]c3ccccc13)[C@@](C(=O)OC)(c1cc3c(cc1OC)N(C)[C@@H]1[C@@](O)(C(=O)OC)[C@H](OC(C)=O)[C@]4(CC)C=CCN5CC[C@]31[C@@H]54)C2	17µM*	0%[53.3 µM]
OC(CCCN1CCCCC1)(c1ccccc1)c1ccccc1	17%[57.5 µM]	-2%[53.3 µM]
CS(=O)(=O)c1ccc([C@H](CC2CCCC2)C(=O)Nc2nccs2)cc1	10%[57.5 µM]	-5%
CC(=O)O[C@]1(C(C)=O)CC[C@H]2[C@@H]3CCC4=CC(=O)CCC4=C3[C@@H](c3ccc(N(C)C)cc3)C[C@@]21C	1%[57.5 µM]	-4%
C=C1C(=O)O[C@H]2/C=C(/C)[C@@H](OC(C)=O)C/C=C(\C)C[C@@H](OC(=O)/C(=C/C)COC(=O)/C(=C/C)CO)[C@@H]12	3%[29.8 µM]	-5%[53.3 µM]
CC(=O)OC(C)C[N+](C)(C)C (configuration not stated)	?	-2%&-4%[53.3 µM]
Cc1nc2ccc(Oc3ccc(F)cc3)cc2c(=O)n1C[C@H]1CCCN(C(C)C)C1	-7%[57.5 µM]	-2%
C=C1C[C@]23C[C@H]1[C@@H](O)C[C@H]2[C@@]12C=C[C@H](O)[C@@](C)(C(=O)O1)[C@H]2[C@@H]3C(=O)O	-8%[29.8 µM]	5%[53.3 µM]
CC1OC2OC3C(OCC(O)C3O)OC(=O)C34CCC(C)(C)CC3C3=CCC5C6(C)CC(O)C(OC7OC(CO)C(O)C(O)C7OC7OCC(OC(=O)CC(C)(O)CC(=O)OC1C(OC1OCC(O)C(O)C1O)C2O)C(O)C7O)C(C)(CO)C6CCC5(C)C3(C)CC4O (configuration not stated)	3%[29.8 µM]	4%[53.3 µM]
CC[C@H](C)C(=O)O[C@H]1CCC=C2C=C[C@H](C)[C@H](CC[C@@H]3C[C@@H](O)CC(=O)O3)[C@H]21	-14%	-23%[53.3 µM]
Cc1cccc(/C=N/Nc2cc(N3CCOCC3)n3nc(-c4ccncc4)cc3n2)c1	2%[57.5 µM]	-13%
CCCCCCCCCCCCCCCCCCO	30%[57.5 µM]	-3%[53.3 µM]
Cc1ccc(-n2[nH]c(C)c(N=Nc3cccc(-c4cccc(C(=O)O)c4)c3O)c2=O)cc1C	35µM*!	?
C=C1C(O)C(O)C2(CC3C(C)=CCC4C(C)(CO)CCCC34C)OC2C1O (configuration not stated)	4%[57.5 µM]	5%[53.3 µM]
Cc1nc2ccc(CN(C)c3ccc(C(=O)N[C@@H](CCC(=O)O)C(=O)O)s3)cc2c(=O)[nH]1	?	-5%[53.3 µM]
CON(C)C(=O)N1N=C(c2cc(F)ccc2F)S[C@@]1(CCCN)c1ccccc1	?	0%
CC1=CCC[C@@H]2[C@@](C)(CCc3ccoc3)[C@H](C(=O)O)CC[C@@]12C	8%[29.8 µM]	-2%[53.3 µM]
CCCC(=O)OC[C@@H](OC(=O)CCC)[C@@H](OC(=O)CCC)[C@H](Cn1c2nc(=O)[nH]c(=O)c-2nc2cc(C)c(C)cc21)OC(=O)CCC	-33%[57.5 µM]	-13%[53.3 µM]
O=C(Nc1nc2cccc(-c3ccc(CN4CCS(=O)(=O)CC4)cc3)n2n1)C1CC1	4%	10%

2 entries drawn at random from those above, as already listed:
SMILES	NTMT1 inhibitor	FH mod
CCn1c(=O)n([C@H]2CCCN(c3nccc(-c4cc5ccccc5o4)n3)C2)c2ccccc21	3%[57.5 µM]	1%
C=C1C2(C)CC3C4(C)C=CC(=O)OC(C)(C)C4CCC3(C)C1(C(=O)OC)C(=O)C(C)(O)C2=O (configuration not stated)	-1%[29.8 µM]	2%[53.3 µM]

Carrying on.
SMILES	NTMT1 inhibitor	FH mod
CC(C=CC=C(C)C=CC1=C(C)CCCC1(C)C)=CC=CC=C(C)C=CC=C(C)C=CC1=C(C)CCCC1(C)C	5%[57.5 µM]	-2%[53.3 µM]
CC(=O)OC1CC2(C)C3=CCC4(C)C5C(O)C(O)C(C(C)C)C5(C)CCC4(C)C3CCC2C(C)(C)C1OC1OC(CO)C(O)C(O)C1O (configuration not stated)	9%[12.6 µM]	-1%[20.6 µM]
COc1cc(Cl)cn2c(-c3cccc(NC4CNC4)n3)cnc12	?	6%[53.3 µM]
CCn1c2ccccc2c2cc(Nc3ccnc(NCCCN4CCOCC4)n3)ccc21	?	-5%
CC1=CC(=O)C(C(C)C)=C/C1=N/OC(=O)c1ccccc1C	?	-13%
C=C1CC/C=C(/C(=O)O)CCC2C1CC2(C)C (configuration not stated)	7%[57.5 µM]	0%
CCC(C(=O)O)c1ccc(N2Cc3ccccc3C2=O)cc1 (configuration not stated)	?	-3%[53.3 µM]
Cc1nc(C)c2c(n1)N(Cc1ccc(-c3ccccc3-c3nn[nH]n3)cc1)C(=O)CC2	0%[57.5 µM]	1%

Grouped by structure: the compounds so far with a carbonyl joined to an NH by a bond outside any ring (8)
SMILES	NTMT1 inhibitor	FH mod
CC(C)(C)C(=O)OCOC(=O)[C@@H]1N2C(=O)[C@@H](NC(=O)[C@H](N)c3ccccc3)[C@H]2SC1(C)C	18%[57.5 µM]	-5%[53.3 µM]
O=C(NCCN1CCN(c2cccc3c2OCCO3)CC1)c1ccc(F)cc1	2%[57.5 µM]	3%
O=C(CCCCN1CCOCC1)Nc1ccc(-c2cccnc2)cc1	4%[57.5 µM]	-7%
C[C@]1(CO)CN(c2cc(C(=O)Nc3ccc4c(c3)-c3c(c(C(N)=O)nn3-c3ccc(F)cc3)CC4)c(Cl)cn2)C[C@@]1(C)CO	20%&-2%[57.5 µM]	-2%
COC(=O)Nc1nc2ccc(Sc3ccccc3)cc2[nH]1	12%	0%&-2%[53.3 µM]
CS(=O)(=O)c1ccc([C@H](CC2CCCC2)C(=O)Nc2nccs2)cc1	10%[57.5 µM]	-5%
Cc1nc2ccc(CN(C)c3ccc(C(=O)N[C@@H](CCC(=O)O)C(=O)O)s3)cc2c(=O)[nH]1	?	-5%[53.3 µM]
O=C(Nc1nc2cccc(-c3ccc(CN4CCS(=O)(=O)CC4)cc3)n2n1)C1CC1	4%	10%
